# GLP1R inv ag: inverse agonists of human GLP-1 receptor | P43220 | HEK293 GLP-1R CRE-luciferase, luminescence, 24 h; GLP-1R form is constitutively active | Potency, µM (doses to about 38.3 µM), for inactives: at the highest dose activity change, negative = inhibition, hits mostly inhibitors | hit rate 1.6% among 410,000; further: potency means the concentration at half of the fitted maximal effect; on the % scale 0 is the no-effect control and ±100 the full control effect; nearly all actives have a fitted effect of over 55% in size
# Target sequence (P43220 whole entry, looked up): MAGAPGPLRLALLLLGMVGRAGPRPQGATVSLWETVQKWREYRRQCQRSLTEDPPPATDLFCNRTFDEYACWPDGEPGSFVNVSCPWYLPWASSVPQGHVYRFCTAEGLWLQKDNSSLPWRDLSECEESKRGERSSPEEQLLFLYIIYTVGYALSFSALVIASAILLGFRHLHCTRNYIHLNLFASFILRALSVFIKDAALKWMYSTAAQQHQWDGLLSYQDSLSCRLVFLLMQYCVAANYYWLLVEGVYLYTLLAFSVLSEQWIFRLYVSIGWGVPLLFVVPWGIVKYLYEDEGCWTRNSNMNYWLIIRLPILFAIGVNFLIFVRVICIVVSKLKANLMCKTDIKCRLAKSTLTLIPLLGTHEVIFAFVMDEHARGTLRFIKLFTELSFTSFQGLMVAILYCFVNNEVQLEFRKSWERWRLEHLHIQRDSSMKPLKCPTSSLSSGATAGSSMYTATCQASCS
#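 HEK293 cells stably co-expressing constitutively active GLP-1R and a cAMP-responsive luciferase reporter were seeded in DMEM with 10% Nu serum, given compounds after 12 h, and incubated 24 h at 37 deg C. Luminescence was then read.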
# TDP-43 yeast inh: inhibitors of TDP-43 toxicity in yeast | hit rate 1.8% among 410,000 | Potency, µM (top dose mostly 46.1 µM), inactives show at the top dose growth rescue (activation), most hits filed as activators | TDP-43 expressing yeast growth rescue, BacTiter-Glo, 24 h; further: potency means the concentration at half of the fitted maximal effect; % of control where 0% means no effect; nearly all actives have a fitted effect of over 50% in size
#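 Growth rescue of TDP-43-toxic yeast measured as ATP luminescence (BacTiter-Glo). Cells grown to mid-log in raffinose, induced in galactose at OD600=0.02, exposed to compound 24 hr at 30 deg C.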
# KB-V1 cytotox: KB-V1 MDR subline cytotoxicity. hit rate 3.4% among 400,000. Potency, µM (doses to about 46.1 µM), for the others: at the highest dose activity change, negative = cytotoxicity, most hits filed as cytotoxic. AID 1347076. KB-V1 MDR cells viability, CellTiter-Glo, 72 h; further: potency means the concentration at half of the fitted maximal effect; on the % scale 0 is the no-effect control and ±100 the full control effect; nearly all actives have a fitted effect of over 60% in size
#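 Compound-treated KB-V1 multidrug-resistant cells, 72 h, 37 degrees C; viability by CellTiter-Glo. Fitted qHTS curves give the values.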
# D3 ag: activates the human D3 dopamine receptor. AID 652048. D3R DiscoveRx beta-arrestin cells, luminescence, 90 min. max activation, %. hit rate 0.58% among 410,000. P35462; in the data active means max activation above about 30%; further: 0% is about no effect; mostly tested at two doses, the higher about 12 µM
#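 Agonist-mode cell screen: cells plated at 1500/well and incubated overnight at 37 °C, then exposed to library compounds for 90 min at 37 °C. Detection reagent was added for 30–60 min at room temperature, and luminescence was read.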
# GLP1R ag: activates the human GLP-1 receptor; P43220; HEK293 GLP-1R CRE-luciferase, luminescence, 4-6 h; cells express a hypersensitive GLP-1R form; Potency, µM (series often up to 45.6 µM), for inactives: at the highest dose activation, hits mostly activators; hit rate 0.007% among 380,000; further: potency means the concentration at half of the fitted maximal effect; % of control where 0% means no effect
# HEK293 tox: cytotoxicity in counter-screen for GLP-1R inverse agonists. hit rate 0.13% among 410,000. HEK293 cAMP-luciferase reporter cells, luminescence, 24 h. Potency, µM (highest dose often 38.3 µM), for the others: at the top dose activity change, negative = inhibition, hits mostly inhibitors. AID 624418;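 further: loss of luciferase light is scored as toxicity; potency means the concentration at half of the fitted maximal effect; on the % scale 0 is the no-effect control and ±100 the full control effect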
#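 Cells in DMEM/10% Nu serum/1% pen-strep, 1536-well format. Pre-incubated 12 h, dosed with 23 nL compound, incubated a further 24 h. Luciferase detection, 12 min at room temp, luminescence.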
# PTHR1 ag: agonists of human PTHR1 parathyroid hormone receptor | Q03431 | hit rate 0.075% among 410,000 | AID 743266 | HEK293 GP2 PTHR1 cells, GloSensor cAMP luminescence, 1 h | Potency, µM (highest dose often 115 µM), for inactives: top-dose activation, actives largely listed as activators; further: potency means the concentration at half of the fitted maximal effect; nearly all actives have a fitted effect of over 55% in size; some results filed as inactive show a strong effect at the top dose; inactives centre near -15; many of its hits are not listed in these tables
# Target sequence (Q03431 whole entry, looked up): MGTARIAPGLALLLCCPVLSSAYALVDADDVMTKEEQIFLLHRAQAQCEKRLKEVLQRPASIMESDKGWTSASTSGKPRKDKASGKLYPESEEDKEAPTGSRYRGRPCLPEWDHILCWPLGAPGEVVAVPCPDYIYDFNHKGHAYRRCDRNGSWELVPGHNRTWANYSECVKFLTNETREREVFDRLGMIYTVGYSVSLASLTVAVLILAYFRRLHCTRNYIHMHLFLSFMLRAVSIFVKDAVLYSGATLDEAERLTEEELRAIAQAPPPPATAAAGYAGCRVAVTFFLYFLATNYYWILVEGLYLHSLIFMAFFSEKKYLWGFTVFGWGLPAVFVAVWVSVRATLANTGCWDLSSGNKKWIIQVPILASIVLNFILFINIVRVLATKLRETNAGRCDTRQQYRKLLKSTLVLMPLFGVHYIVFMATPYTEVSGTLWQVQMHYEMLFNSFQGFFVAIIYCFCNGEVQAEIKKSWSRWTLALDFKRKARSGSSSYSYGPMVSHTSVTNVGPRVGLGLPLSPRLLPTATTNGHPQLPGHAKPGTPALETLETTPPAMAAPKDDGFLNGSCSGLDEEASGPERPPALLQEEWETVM
#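 HEK-293-derived GP2 cells expressing PTHR1 and a GloSensor cAMP reporter, 3,000/well, plated overnight, given luciferin plus IBMX (each 0.5 mM as added) for 1 h at 37 °C, then compound for 1 h at 37 °C. Luminescence was read after 15 min at room temperature.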
# D3 antag: blocks the human D3 dopamine receptor. P35462. D3R cells, DiscoveRx beta-arrestin luminescence, antagonist mode; stronger effect = lower value. max response, negative = inhibition, %. hit rate 2.5% among 360,000. AID 652054; in the data active means max response below about -50%; inconclusive means no clear call, values can overlap the other calls; further: on the % scale 0 is the no-effect control and ±100 the full control effect; mostly tested at two doses, the higher about 12 µM
#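 Cells expressing the human receptor were seeded at 1500 cells/well, incubated overnight at 37 degrees C in 5% CO2, then exposed to library compounds with dopamine controls for 90 minutes at 37 degrees C before luminescent detection.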
# aSyn yeast inh: alpha-synuclein toxicity inhibition in yeast; Yeast expressing alpha-synuclein, growth rescue, BacTiter-Glo, 24 h; Potency, µM (series often up to 46.1 µM), inactives show top-dose growth rescue (activation), most hits filed as activators; hit rate 0.14% among 370,000; AID 652106; further: potency means the concentration at half of the fitted maximal effect; % of control where 0% means no effect; nearly all actives have a fitted effect of over 65% in size
#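 Screening used galactose-induced yeast with toxic alpha-synuclein levels, exposed to compound for 24 hr at 30 deg C. Cell growth, read with BacTiter-Glo luminescence, gave the measured signal.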
# An asterisk follows results filed as active; i = inactive; ? = inconclusive; . = no result given; & = joins results of further samples; [ ] = dose if it differs, or a comment. Unless noted, the call rests on the fitted dose curve; in most records, active means well fitted curve in the direction sought with a large enough effect; inconclusive means small, poorly fitted or top-dose-only effect, or another doubt; inactive means no such curve, though single readings can be large; an effect the other way counts as inactive or inconclusive. An excerpt (hit frequency here may not be typical).
# Screens in order – GLP1R inv ag	TDP-43 yeast inh	KB-V1 cytotox	D3 ag	GLP1R ag	HEK293 tox	PTHR1 ag	D3 antag	aSyn yeast inh
> CC(C)(C)c1ccc(-c2nnc(SCCC#N)n2C2CCCC2)cc1
    10µM*	10%	?	1	3%	-16%	-13%[57.5 µM]	?	17%
> Nc1ccc(N(c2ccccc2)c2ccc(N)cc2)cc1
    -16%	-7%	?	3	-24%	7%	i	-5	-16%
> CCN(CC(=O)NCc1ccc2c(c1)OCO2)S(=O)(=O)c1ccc(F)cc1
    ?	-8%	-8%	5	5%	-10%	i	11	4%
> Cc1cc(-n2c(C)cc(C(=O)COc3ccc4ccc(=O)oc4c3)c2C)no1
    ?	1%	?	-6	7%	?	i	-18	-2%
> Cc1ccnc(NC(=O)C2CCCN(c3ncnc4c3nc3n4CCCCC3)C2)c1 (stereo not drawn)
    ?	-10%	-18%	-3	4%	-3%	-1%	4	-4%
> Cc1nc2ccccc2n1Cc1ccccc1Br
    ?	2%	-8%	9	-10%	-1%	-28%	22	2%
> Cc1c(Cl)cccc1NC(=O)CSc1nc(=O)[nH]c2c1CCCC2
    5%	17%	.	4	.	0%	i	.	.
> Cc1nc2nc(Cc3ccccc3)[nH]n2c(=O)c1Cl
    9%	21%	0%	-1	-3%	7%	i	33	-1%
> CN(C)C(=O)COn1c(SCC(=O)N(C)C)nc2ccccc2c1=O
    0%	-5%	13%	5	-7%	0%	i	-12	2%
> Clc1ccc(Oc2cnc3ccccc3n2)cc1
    -2%	29%	-25%	-2	-14%	6%	i	0	-10%
> O=C(O)C1Cc2ccccc2CN1C(=O)COc1ccc(Cl)cc1 (stereo not drawn)
    10%	-23%	8%	1	2%	-1%	i	-2	-2%
> CCC(=O)Nc1ccc(C(=O)CSc2nnc(-c3ccccc3F)n2C2CC2)cc1
    13%	5%	-18%	-2	0%	-2%	i	14	1%
> O=C(NC1CCCC1)C1CCN(C(=O)c2cc(Cl)ccc2Cl)CC1
    -8%	23%	-26%	2	0%	4%	-1%	7	11%
> OCC1(CCCc2ccccc2)CCN(Cc2cnc(N3CCOCC3)s2)CC1
    ?	-18%[9.22 µM]	?	-31	0%	0%	-43%[inhibitor]	-21	0%
> Oc1c(C=NCc2ccccc2)sc2ccccc12
    -22%	-8%	-11%	-9	11%	-1%	-25%	?	-2%
> COc1cccc(CC2(CO)CCN(Cc3ccc4cccc(F)c4n3)CC2)c1
    -43%	-21%	-27%	-17	10%	-9%	-16%	-82*	-4%
> O=C(NCc1ccc(F)cc1)c1cnc(N2CCCCC2)c2ccccc12
    -28%	13%	-7%	6	.	-6%	-32%[inhibitor]	.	.
> Oc1cccc2ccc(/C=C/c3c(F)cccc3Cl)nc12
    ?	18%	-17%	-1	13%	?	-14%	?	18%
> Cc1cc(Cl)nc2ccc(Cc3ccc4nc(Cl)cc(C)c4c3)cc12
    4%	5%	1%	2	-6%	-1%	-58%[inhibitor]	55	0%
> COc1ccc(C(C)=O)cc1CN1C(=O)NC2(CCCCC2)C1=O
    8%	-8%	1%	3	15%	-6%	10%[57.5 µM]	-6	2%
> COc1ccc(N2CCN(C(=O)c3cc4c(s3)CCCCC4)CC2)cc1
    ?	?	7%	-11	4%	1%	-72%[inhibitor]	-2	-5%
> C=CCn1c(SCC(=O)Nc2ncc(Cc3cc(Cl)ccc3Cl)s2)nnc1-c1ccncc1
    15%	-4%	-12%	0	9%	-9%	i	0	-19%
> CCCC(=O)N1CCN(c2ccc(NC(=S)NC(=O)c3cccc(C)c3)cc2)CC1
    0%[0.307 µM]	?	?	4	-8%	14%[0.307 µM]	-26%	11	11%
> Cc1ccc(CNS(=O)(=O)c2cc(C(=O)Nc3cccc(C(F)(F)F)c3)ccc2F)cc1
    -20%	10%	.	-6	.	0%	-41%[inhibitor]	.	.
> Nc1ccc(S(=O)(=O)NC2(C(F)(F)F)NC(=O)N(Cc3ccccc3)C2=O)cc1 (stereo not drawn)
    -4%	-8%	16%	4	-2%	-2%	-25%	-4	-4%
> CCOc1cc(S(=O)(=O)N2CCN(C(=O)c3ccco3)CC2)ccc1F
    9%	-6%	?	2	-3%	0%	-42%[inhibitor]	-22	13%
> O=C(c1cccc(C(F)(F)F)c1)C1CCCN(Cc2cccn2-c2ncccn2)C1 (stereo not drawn)
    ?	-8%	-6%	-17	-2%	?	-62%[inhibitor]	-54*	-1%
> Nc1nc(SCC(=O)NCCC(c2ccccc2)c2ccccc2)n[nH]1
    -19%	20%	-4%	1	14%	1%	i	0	-3%
> O=C(O)C1CC(=O)N(CCOc2ccccc2)C1 (stereo not drawn)
    5%	-23%	4%	-2	4%	28%	-1%[57.5 µM]	-11	2%
> CCOc1ccc(Br)cc1S(=O)(=O)NCCN1CCCC1
    6%	22%	22%	2	1%	6%	-3%	6	5%
> CC(NC(=O)COC(=O)c1ccc([N+](=O)[O-])o1)c1ccccc1 (stereo not drawn)
    27%	19%	0%	1	10%	-6%	-2%	4	-1%
> Cc1nnc(SCC(=O)NC(C)(C)C)n1NCc1cccc(Br)c1
    3%	-20%[1.82 µM]	8%	-9	16%	-5%	-12%	-17	0%
> O=C1N/C(=C/c2cccn2-c2ccccc2)C(=O)N1Cc1ccc(F)cc1
    15%	-15%	14%	13	11%	4%	-11%	66	-10%
> O=C(NCc1ccccc1Cl)C1CCN(c2cnccn2)CC1
    -11%	?	-7%	0	9%	7%	-15%	2	4%
> C[C@@H]1CN([C@H](C)CO)C(=O)Cc2cc(NC(=O)Cn3cnnn3)ccc2O[C@@H]1CN(C)Cc1ccc(Cl)c(Cl)c1
    -9%	6%	33%	-14	12%	-18%	9%	-6	-2%
> c1ccc2c(-c3cc(C4CCNCC4)[nH]n3)cccc2c1
    ?	0%[9.22 µM]	-15%	0	7%	-21%	-24%	6	9%
> CC(=O)c1ccccc1C(=O)N1CCC(n2nccc2NC(=O)C2CC2)CC1
    14%	15%	?	6	-6%	16%	i	1	4%
> O=C(CN1C(=O)NC2(CCCc3ccccc32)C1=O)NCc1cccs1 (stereo not drawn)
    -3%	13%	-8%	9	-1%	-4%	i	-2	-1%[1.84 µM]
> CCOc1cccc(/C=N/NC(=O)CC2C(=O)NN=C2C)c1O (stereo not drawn)
    55%[activator]	-5%	7%	7	1%	20%	i	4	2%
> C=CCn1c(C2CC2)n[nH]c1=S
    19%	1%	-8%	2	8%	-12%	i	1	-4%
> Cc1ccc(C2(C)NC(=O)N(CC(=O)c3ccc4c(c3)OCCO4)C2=O)cc1 (stereo not drawn)
    10%	13%	-28%	0	-2%	-4%	?	30	1%
> O=C1CSc2ccc(S(=O)(=O)NCc3ccc(Cl)cc3)cc2N1
    ?	4%	0%	-2	10%	-8%	-1%	-10	-3%
> COc1ccc(OC)c(NC(=O)CSc2ncc3c(n2)-c2ccccc2N(C)S3(=O)=O)c1
    -17%	23%	11%	3	.	-19%	i	.	.
> O=C(OCC(=O)N1CCN(C(=O)c2ccco2)CC1)c1ccccc1OCc1ccc(Cl)cc1
    ?	-1%	0%	0	1%	-17%	-7%[57.5 µM]	0	5%
> O=C(O)c1cc2ccc3ccccc3c2[nH]1
    0%	-8%	4%	7	-1%	2%	i	-20	1%
> c1ccc2c(c1)cnc1ccccc12
    19%&11%	0%&14%	17%&4%	2&1	0%&4%	-4%&-2%	21%	1&14	6%&13%
> CC(=O)N(O)CCCCCNC(=O)CCC(=O)N(O)CCCCCNC(=O)CCC(=O)N(O)CCCCCN
    8%&-20%	7%&17%	?	4&7&1	-6%	-13%&-3%	-14%&-1%	13&38	-17%&-16%
> Fc1cccc(Cc2c(-c3ccc(Cl)cc3)nc3ccc(Cl)cn23)c1
    ?	-2%	?	-6	-7%	-6%	-27%	?	8%
> CC(C)C(NS(=O)(=O)c1ccccc1)C(=O)N1CCCCCC1 (stereo not drawn)
    3%	-16%	-18%	4	-2%	8%	-15%	17	1%
> CCOC(=O)C1=C(c2ccccc2)NC(=O)NC1c1cc(OCC)c(O)c([N+](=O)[O-])c1 (stereo not drawn)
    -23%	-2%	?	-1	-3%	?	i	8	-4%
> O=C(CCS(=O)(=O)Cc1ccccc1)Nc1nc2c(s1)CCCC2
    0%	-23%	?	-11	7%	-28%	i	-103*	0%
> O=C(c1ccc(S(=O)(=O)Nc2ccccc2)cc1)N1CCOCC1
    -1%	-8%	-15%	-15	-1%	-14%	-36%[inhibitor][57.5 µM]	-18	-1%
> CN(C)C(CNC(=O)C1CCN(C(=O)/C=C/c2ccccc2)CC1)c1ccccc1 (stereo not drawn)
    -10%	-14%	-4%	-2	10%	-6%	-22%	-11	-1%
> O=C(c1cc(C2CCCCN2S(=O)(=O)c2ccc(F)cc2F)on1)N1CCOCC1 (stereo not drawn)
    14%	9%	0%	6	-5%	1%	-24%	0	5%
> CC(C)(C)OC(=O)N1CCCN(C(c2cc3ccccc3o2)c2nnnn2C(C)(C)C)CC1 (stereo not drawn)
    ?	?	?	6	0%	2%	-13%	2	-7%
> CC(C)c1ccc(NC(=O)CSC(C)c2nc3ccccc3c(=O)[nH]2)cc1 (stereo not drawn)
    -17%	-28%	-24%	-2	7%	8%	i	-5	2%
> COc1ccc(NC(=O)c2sc3nc4c(cc3c2N)CN(Cc2ccccc2)CC4)cc1OC
    13%	?	0%	-16	.	-5%	-90%[inhibitor]	.	.

# Screening results: PubChem, National Center for Advancing Translational Sciences (NCATS)
